# From PubChem
# VEEV TC-83 Vero: inhibitors of VEEV TC-83 cytopathic effect, confirmation, Vero cells (AID 588727) | Vero cells, VEEV TC-83 cytopathic effect inhibition; higher % means a stronger effect | one-dose inhibition, % at 20 µM; IC50 in µM for titrated hits | hit rate 0.13% among 350,000; in the data active means a potency from the dose series; inconclusive means inhibition mostly from about 14% at the one dose, without a potency; inactive means the rest, 99 in 100 with inhibition below about 12%; further: strong numbers were not always called active
# Salmonella PhoP GFP: PhoP regulon inhibitors, Salmonella typhi PhoP promoter GFP reporter, confirmatory (AID 1850); Salmonella Typhi PhoP-promoter GFP reporter, fluorescence, 4 h; higher % means a stronger effect; inhibition, % at 50 µM, or IC50 in µM where a hit was titrated; hit rate 0.33% among 310,000; in the data active means a potency from the dose series; inconclusive means inhibition mostly from about 25% at the one dose, without a potency; inactive means the rest, 99 in 100 with inhibition below about 19%;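 further: 0% = induced wells with vehicle and 100% = uninduced wells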
# M. tuberculosis HTS: M. tuberculosis growth inhibition, HTS (AID 449762) | M. tuberculosis H37Rv growth inhibition, 7H9 media; higher % means a stronger effect | one-dose inhibition, % at 25 µM; IC50 in µM for titrated hits | hit rate 0.59% among 330,000; in the data active means a potency from the dose series; inconclusive means inhibition above about 70% without an active follow-up result;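 further: bacterial growth assessed after seven days of incubation; strong numbers were not always called active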
# H1N1 NS1A inhibition: NS1A inhibition, H1N1 influenza, cell based functional assay (AID 504329); inhibition, % at 12.5 µM; hits with a dose series show IC50 in µM; hit rate 0.3% among 340,000; NS1A functional cell-based assay, percent inhibition; higher % means a stronger effect; in the data active means a potency from the dose series; inconclusive means inhibition above about 27% without an active follow-up result; further: strong numbers were not always called active
# tuberculosis growth: growth inhibition of non-replicating M. tuberculosis (AID 488890); Mycobacterium tuberculosis non-replicating, growth inhibition; higher % means a stronger effect; inhibition, % at 25 µM, or IC50 in µM where a hit was titrated; hit rate 0.39% among 320,000; in the data active means a potency from the dose series; inconclusive means inhibition mostly from about 82% at the one dose, without a potency; inactive means the rest, 99 in 100 with inhibition below about 76%;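 further: plate controls were DMSO cells for no effect and high antibiotic wells for full effect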
# VEEV TC-83 Vero 10K pilot screen: second read-out of VEEV TC-83 Vero, no call of its own (marks repeat the call); inhibition, %; measured here: 10K pilot screen inhibition
# Active calls of the source: *; i = inactive; ? = inconclusive; . = no result given. Outcome played no part in choosing rows; overall some 1.5% were active at least once.
# Start of the listing, in advance (7 entries):
SMILES,VEEV TC-83 Vero,Salmonella PhoP GFP,M. tuberculosis HTS,H1N1 NS1A inhibition,tuberculosis growth,others
CC(C)(C)NC(=O)C(OC(=O)c1cccs1)c1ccc(C#N)cc1 (stereo not drawn),0.5%,8%,-1%,1%,11%,
CCOC(=O)c1cnn(-c2nc(SC)nc3sc4c(c23)CCC4)c1N,0.9%,-3%,-10%,-5%,-16%,
COc1ccc(C2c3[nH]c4ccccc4c3C[C@H]3C(=O)N(c4ccccc4C(=O)NCCN4CCOCC4)C(=O)N23)cc1 (stereo partly drawn),6.6%,-4%,-9%,3%,32%,
Cn1ncc2c(Nc3ccccc3Br)ncnc21,5.9%,-3%,-11%,-10%,-5%,
CN(c1ncc(C(F)(F)F)cc1Cl)n1cc(C(=O)O)c2ccccc2c1=O,0.6%,10%,0%,0%,-13%,
COC(=O)C1=C(C)N=C2SC(C#N)=C(N)N2C1c1ccc(OC)cc1 (stereo not drawn),1.1%,2%,-2%,6%,-20%,VEEV TC-83 Vero 10K pilot screen=4.6
CN(C)S(=O)(=O)c1cccc(NC(=S)N(CCC#N)Cc2cccnc2)c1,1.9%,-1%,0%,-10%,6%,

# This part in full (from the top)
SMILES,VEEV TC-83 Vero,Salmonella PhoP GFP,M. tuberculosis HTS,H1N1 NS1A inhibition,tuberculosis growth,others
CC(C)(C)NC(=O)C(OC(=O)c1cccs1)c1ccc(C#N)cc1 (stereo not drawn),0.5%,8%,-1%,1%,11%,
CCOC(=O)c1cnn(-c2nc(SC)nc3sc4c(c23)CCC4)c1N,0.9%,-3%,-10%,-5%,-16%,
COc1ccc(C2c3[nH]c4ccccc4c3C[C@H]3C(=O)N(c4ccccc4C(=O)NCCN4CCOCC4)C(=O)N23)cc1 (stereo partly drawn),6.6%,-4%,-9%,3%,32%,
Cn1ncc2c(Nc3ccccc3Br)ncnc21,5.9%,-3%,-11%,-10%,-5%,
CN(c1ncc(C(F)(F)F)cc1Cl)n1cc(C(=O)O)c2ccccc2c1=O,0.6%,10%,0%,0%,-13%,
COC(=O)C1=C(C)N=C2SC(C#N)=C(N)N2C1c1ccc(OC)cc1 (stereo not drawn),1.1%,2%,-2%,6%,-20%,VEEV TC-83 Vero 10K pilot screen=4.6
CN(C)S(=O)(=O)c1cccc(NC(=S)N(CCC#N)Cc2cccnc2)c1,1.9%,-1%,0%,-10%,6%,
O=C(OCc1ccccc1)C1=NNC2C(=O)N(c3ccc(Br)cc3)C(=O)C12 (stereo not drawn),0.1%,-1%,-10%,.,-12%,
CSc1nc(C)cc(SC(C(C)=O)C(=O)Nc2ccccc2)n1 (stereo not drawn),i,7%,-3%,-20%,?,
NC(=O)C1(N2CCCCC2)CCN(CC(=O)Nc2ccccc2-c2ccccc2)CC1,2.1%,-13%,1%,-2%,8%,
CC(C)OC(=O)c1cccc(C(=O)Oc2ccccc2)n1,0.6%,10%,0%,-7%,76%,
CCc1cc2c(=O)n(Cc3ccco3)c(SCc3c(C)noc3C)nc2s1,7.3%,5%,1%,2%,22%,
NC(=O)C1CCN(C2=C(NS(=O)(=O)c3ccccc3)C(=O)c3ccccc3C2=O)CC1,i,6%,-7%,24%,12%,
COc1ccc(Br)cc1CN1CCSCC1,i,-7%,1%,-3%,-9%,
COc1ccc(CC(=O)N/N=C/c2cccs2)cc1OC,i,-2%,1%,-33%,-5%,
CSCCC(NC(=O)COc1ccccc1)C(=O)OCc1ccc([N+](=O)[O-])cc1 (stereo not drawn),1.1%,-1%,7%,7%,7%,
N#C/C(N)=C(/N)C#N,i,.,-13%,3%,5%,
Cc1cc(NCCCOC(C)C)n2c(nc3ccccc32)c1C#N,1.7%,-6%,-1%,-21%,-17%,
CC(NC(=O)Oc1cccc2ccccc12)c1ccccc1 (stereo not drawn),1.3%,.,.,-6%,.,
COc1cc(C2NC(=O)NC(C)=C2C(=O)OC2CCCC(C)C2)ccc1O (stereo not drawn),0.6%,-4%,-5%,-2%,12%,
CC(C)CC(=O)Nc1ccc(-c2nnn(CC(=O)NCc3ccco3)n2)cc1,1.1%,-8%,-2%,9%,16%,
CCN(CC)CCCSc1nc2ccccc2s1,0.3%,2%,45%,-16%,15%,
COc1ccc(Cl)cc1NC(=O)CN(C)C(=O)c1ccc(N2CCCCC2)c([N+](=O)[O-])c1,8.9%,8%,59%,13%,19%,
N/C(CS(=O)(=O)c1ccccn1)=N\OC(=O)c1ccccc1Cl,i,-1%,3%,.,3%,
COC(=O)CNC(=O)C1Nc2ccc(OC(F)(F)F)cc2C2C=CCC12 (stereo not drawn),0.2%,-6%,57%,-2%,22%,
# New compounds follow
SMILES,VEEV TC-83 Vero,Salmonella PhoP GFP,M. tuberculosis HTS,H1N1 NS1A inhibition,tuberculosis growth,others
Cc1cccc(OCC(=O)N2CCC(N3CCCCCC3)CC2)c1,i,-6%,-14%,-4%,11%,
CCOC(=O)c1c(NCc2ccccc2)n[nH]c1C,0.7%,6%,-5%,6%,23%,
Cc1ccc(S(=O)(=O)N2CCN(c3ccccc3)CC2)cc1,1.1%,-3%,-2%,-1%,-11%,
Cc1ccc(NC(=O)c2nc3nccc(C)n3n2)c(C)c1,0.5%,6%,9%,-6%,-21%,
Cn1cc(/C(Cc2ccccc2)=N\O)c2ccccc21,5.7%,-6%,-5%,0%,-2%,
Cc1ccc(CN2CCNC(=O)C2CC(=O)O)cc1 (stereo not drawn),0.3%,.,-1%,0%,.,
O=C(CCCN1C(=O)c2cccc3cccc(c23)C1=O)NCc1cccs1,1.4%,3%,0%,3%,-9%,
CC(=O)c1ccc(OCCCOc2cccc3cccnc23)cc1,0.9%,-2%,8%,-13%,44%,
O=C(C[n+]1ccccc1)Nc1ccccc1C(F)(F)F,1.7%,-3%,3%,1%,-8%,
Nc1ccc2nc(CCCCCCCCc3nc4ccc(N)cc4[nH]3)[nH]c2c1,1.3%,15%,8%,11%,30%,
COc1ccccc1N1C(=O)S/C(=C\c2cccs2)C1=O,2.4%,3%,6%,3%,-20%,
Cc1cc2c(SCc3ccccc3Cl)nc(N)nc2nc1C,1.5%,.,.,3%,.,
Cc1ccc(S(=O)(=O)N2CCCOC2CNC(=O)C(=O)NCc2ccc3c(c2)OCO3)cc1 (stereo not drawn),2.2%,0%,0%,19%,19%,
Cc1nnc(SCC(=O)NCC2COc3ccccc3O2)s1 (stereo not drawn),1.5%,.,3%,-2%,16%,
Cc1ccc(S(=O)(=O)N2CCN(C(=O)CCC(=O)Nc3ccc(Br)c(C)c3)CC2)cc1,5.5%,.,.,-9%,.,
Cc1ccc2c(COC(=O)c3n[nH]c4ccccc34)cc(=O)oc2c1,3.8%,0%,-23%,2%,13%,
COC(Cc1nnc(SC)n1-c1ccccc1)OC,i,1%,-18%,-21%,-2%,VEEV TC-83 Vero 10K pilot screen=0.6
O=C(Cn1ncc2ccsc2c1=O)N1CCC2(CC1)OCCO2,i,-5%,-10%,-1%,12%,
O=C(CSc1ncc(-c2ccc(F)cc2)[nH]1)N1CCCCC1,0.1%,-5%,-8%,6%,-6%,
Cc1cc(C)cc(NC(=O)CSc2nc3c(c(=O)[nH]2)CN(Cc2ccc(F)cc2)CC3)c1,3.9%,-10%,42%,-4%,-2%,
Nc1nc(SCc2ccc(Cl)cc2Cl)nc2nc3c(cc12)CCCC3,11%,-1%,-5%,-1%,-18%,
C=CCn1c(=O)c(C(=O)NC2CC2)c(O)c2cc(OC)c(OC)cc21,0.5%,7%,-1%,-3%,-12%,
O=C1C=C(NCc2ccc(Cl)c(Cl)c2)C2(CCCCC2)O1,3.7%,-11%,-2%,-6%,53%,
CCOC(=O)C1CCN(CC(O)COCc2ccc(Cl)cc2)CC1 (stereo not drawn),i,3%,7%,-4%,15%,
CC(C)Cn1c(-c2cccs2)nc2nc3ccccc3nc21,12%,-23%,1%,-25%,34%,
# Continuation:
SMILES,VEEV TC-83 Vero,Salmonella PhoP GFP,M. tuberculosis HTS,H1N1 NS1A inhibition,tuberculosis growth,others
Nn1c(SCC(=O)Nc2ccc(F)cc2)nnc1-c1ccccn1,i,-3%,1%,14%,44%,VEEV TC-83 Vero 10K pilot screen=0.9
CCCc1ccc2oc(C(=O)N3CCC[C@H]3CO)c(C)c2c1,1.4%,-4%,1%,-1%,26%,
C=C(C)C1Cc2nc(N)nc(C)c2C1 (stereo not drawn),1.9%,8%,7%,9%,6%,
CC(C)C(=O)NC(=S)Nc1ccc(S(=O)(=O)Nc2ccccc2)cc1,2.8%,2%,1%,4%,-5%,
O=C(N/N=C/c1ccc(OCCCF)cc1)c1cc(OCC(F)(F)F)ccc1OCC(F)(F)F,0.7%,5%,2%,-10%,-7%,
COc1ccc(OC)c(/C=N/NC(=O)c2cc3c(OC)cccc3[nH]2)c1,12%,-6%,-4%,7%,50%,
CC(OC(=O)c1cc(S(=O)(=O)N2CCOCC2)ccc1Br)C(=O)N1CCOCC1 (stereo not drawn),0.9%,.,2%,-5%,.,
Cc1cc(C)n(-c2ncnc3c2oc2ccccc23)n1,8.6%,-3%,4%,-18%,7%,
CC1(C)CN(c2ccc(Br)cc2Br)C1=O,0.3%,3%,5%,1%,.,
Cc1ccc(C(=O)N2CCCC(CCC(=O)NCc3ccc(F)c(F)c3)C2)cn1 (stereo not drawn),i,.,.,-11%,.,
COCCNC(=O)c1cc(Br)ccc1Cl,5.7%,-8%,-9%,4%,-10%,
N#Cc1cccc(S(=O)(=O)Nc2c(NC3CCCCC3)c3ccccc3oc2=O)c1,1.6%,0%,4%,-1%,21%,
CCOc1ccc(OCCCC(=O)ON=C(N)c2ccccc2C)cc1,1.0%,.,-4%,-2%,46%,
COc1ccccc1N1CCN(C(=S)NC(=O)/C=C/c2ccccc2)CC1,1.6%,4%,-9%,1%,0%,
CC1=Nc2ccccc2/C1=C\c1nc(-c2ccccc2)oc1O,5.7%,-15%,58%,7%,?,
COc1ccc(N2C(=O)/C(=C\c3ccco3)N=C2SCC(N)=O)cc1Cl,8.0%,0%,21%,.,19%,
CCOc1ccc(NC(=O)CN2C(=O)COc3ccccc32)cc1,i,-5%,-7%,-5%,2%,
COc1ccc(C(=O)NC2CCCc3ccccc32)cc1S(=O)(=O)N1CCOCC1 (stereo not drawn),0.5%,-15%,-5%,-1%,1%,
C/C(=N\Nc1ccc(C(=O)O)cc1)c1ccc(-n2ccnc2)cc1,0.7%,3%,11%,10%,6%,
COc1ccc(CCNc2nc3ccccc3n3cnnc23)cc1OC,2.2%,6%,-6%,14%,-16%,
Clc1ccc(-c2csc(N3CCOCC3)n2)cc1,1.2%,.,.,-3%,.,
COc1ccc(C(c2nnnn2Cc2ccccc2)N2CCN(C(=O)c3ccco3)CC2)cc1OC (stereo not drawn),1.6%,-9%,5%,-19%,17%,
CCNc1nc(Cl)nc(NCc2ccccc2)n1,5.7%,-6%,5%,-3%,-2%,
Cc1cc(C)c(C)c(OCCCn2ccnc2)c1,0.6%,-27%,3%,-32%,56%,
Cc1c(C(=O)NCC2CCCO2)oc2ccc(S(=O)(=O)N3CCCC3)cc12 (stereo not drawn),3.3%,-2%,-6%,-1%,-11%,VEEV TC-83 Vero 10K pilot screen=5.5
# Next results:
SMILES,VEEV TC-83 Vero,Salmonella PhoP GFP,M. tuberculosis HTS,H1N1 NS1A inhibition,tuberculosis growth,others
CCC1CCCCN1C(=O)c1ccc(OC2CCN(C(=O)COC)CC2)cc1 (stereo not drawn),0.6%,-3%,0%,1%,-1%,
CC(C)C(C)NC(=O)Cn1cnc2c(oc3ccccc32)c1=O (stereo not drawn),1.6%,9%,12%,-3%,-3%,
Cc1ccsc1C(=O)OCC(=O)NCc1ccc2c(c1)OCO2,0.3%,-6%,-1%,6%,-6%,
Cn1c(NCc2cc(Br)ccc2O)nc2ccccc21,0.2%,7%,4%,4%,9%,VEEV TC-83 Vero 10K pilot screen=0.8
O=C1[C@H](Cc2ccccc2)NCC=CC[C@H](c2ccco2)N1Cc1ccccc1,1.3%,.,.,5%,.,
NC(=O)c1ccc(N)nc1,9.0%,.,.,4%,.,
O=C1CCC(C(=O)N2CCCC2)CN1Cc1cccc(C(F)(F)F)c1 (stereo not drawn),1.4%,-3%,6%,-5%,-8%,
Cc1ccc(-c2nc3c(c(SCC(=O)N4CCOCC4)n2)COC(C)(C)C3)cc1,2.7%,-5%,0%,12%,-6%,
Cc1cccc(N(C(=O)CS(=O)CC(=O)Nc2ccc3c(c2)OCO3)C(C)C(=O)NC2CCCC2)c1C (stereo not drawn),i,-13%,-1%,-10%,18%,
CN(CC(=O)Nc1cccc(F)c1)C(=O)CCNC(=O)c1ccc(Br)cc1,1.4%,-4%,6%,-2%,-10%,
COc1ccc(C2=CCN3CCCCC3C2)c(-c2ccc(OC)c(OC)c2)c1 (stereo not drawn),1.6%,.,8%,3%,?,
